TDP1 block – TDP1 (human) enzyme inhibition; Q9NUW8; recombinant TDP1, AlphaScreen DNA substrate cleavage; Potency, µM (titrated, usually from 130 µM), for inactives: at the top dose activity change, negative = inhibition, actives largely listed as inhibitors; 350,000 tested, 0.28% active; AID 485290; note: nearly all actives have a fitted effect of over 40% in size
Target sequence (Q9NUW8 whole entry, looked up): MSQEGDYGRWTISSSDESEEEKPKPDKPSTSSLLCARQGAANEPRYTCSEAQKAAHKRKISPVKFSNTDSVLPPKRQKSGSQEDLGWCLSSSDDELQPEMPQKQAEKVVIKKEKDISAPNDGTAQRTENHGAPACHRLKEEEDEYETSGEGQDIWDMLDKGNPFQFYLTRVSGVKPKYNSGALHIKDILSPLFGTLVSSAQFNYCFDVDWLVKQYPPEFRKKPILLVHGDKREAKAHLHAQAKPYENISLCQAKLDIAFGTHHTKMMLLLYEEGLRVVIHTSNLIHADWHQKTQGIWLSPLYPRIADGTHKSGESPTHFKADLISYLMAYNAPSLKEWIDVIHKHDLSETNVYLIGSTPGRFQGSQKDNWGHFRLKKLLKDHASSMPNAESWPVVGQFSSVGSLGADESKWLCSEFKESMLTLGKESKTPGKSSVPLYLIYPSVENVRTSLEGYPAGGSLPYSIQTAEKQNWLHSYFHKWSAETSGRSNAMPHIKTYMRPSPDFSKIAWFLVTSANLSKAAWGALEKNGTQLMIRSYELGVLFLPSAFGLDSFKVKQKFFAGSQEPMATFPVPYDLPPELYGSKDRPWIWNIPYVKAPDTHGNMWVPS
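Compounds were preincubated with Tdp1 (1 nM final) for 15 min at room temperature before substrate (15 nM final) started a 5 min reaction; beads (10 ug/ml final) were then added for 10 min before AlphaScreen detection.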
TDP1 cell noCPT – qHTS for Inhibitors of human tyrosyl-DNA phosphodiesterase 1 (TDP1): qHTS in cells in absence of CPT | DT40 Tdp1-/- hTDP1 cells, no CPT, ATP luminescence, 48 h | Potency, µM (titrated, usually from 46.2 µM), for the others: top-dose activity change, negative = growth inhibition, actives largely listed as inhibitors | 420,000 tested, 15% active | AID 686978, 2013; note: nearly all actives have a fitted effect of over 55% in size
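A cellular qHTS used chicken DT40 cells lacking endogenous Tdp1 but carrying stably transfected human TDP1. Compounds were applied without camptothecin, and cell growth kinetics were judged by ATP-dependent luminescence after ≥48 hr.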
TDP1 cell CPT – DT40-hTDP1 cell growth loss with CPT; chicken DT40 Tdp1-/-;hTDP1 cells + 20 nM CPT, ATP luminescence, 48 h; Potency, µM (top dose mostly 46.2 µM), for the others: top-dose activity change, negative = growth inhibition, actives largely listed as inhibitors; 420,000 tested, 12% active; note: nearly all actives have a fitted effect of over 55% in size
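Cell growth measured by CellTiter-Glo luminescence after a minimum 48 h, 37 C compound exposure with 20 nM CPT in Tdp1-knockout DT40 cells stably expressing hTDP1, seeded 400/well; qHTS titration format.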
Active calls of the source: *; ? = inconclusive; / = no result given; & = joins results of further samples; [ ] = remark or other dose. Calls come from the whole dose curve; as a rule, active = well fitted curve in the direction sought with a large enough effect; inconclusive = small, poorly fitted or top-dose-only effect, or another doubt; inactive = no such curve, though single readings can be large; an effect the other way counts as inactive or inconclusive. % is set by controls: 0 for no effect and ±100 for the full control effect; potency is the fitted concentration of half-maximal effect.

SMILES | TDP1 block | TDP1 cell noCPT | TDP1 cell CPT
CN(NC(=O)COc1ccccc1)c1ccccc1 | 0% | -8% | -1%
Cc1onc(-c2ccccc2)c1C(=O)NC(C)c1ccccc1 (stereo not drawn) | / | -23% | -4%
O=C(COC(=O)Cn1cnc2ccccc2c1=O)Nc1ccccc1OC(F)F | -1% | -25% | ?
Cc1cc(=O)[nH]c2nnc(SCc3c(F)cccc3Cl)n12 | 0% | -5% | -32%
CCN(C(=O)COC(=O)c1cc(-c2ccccc2)nc2c1c(C)nn2-c1ccccc1)C1CCS(=O)(=O)C1 (stereo not drawn) | -5% | ? | ?
O=C(COc1ccccc1Cl)NCCNC(=O)c1ccncc1 | / | -20% | 0%
O=C(NCc1ccccn1)c1cccs1 | 1% | 1% | 1%
CN1CCN(C(=O)c2cccn(Cc3ccc(C(F)(F)F)cc3)c2=O)CC1 | / | -8% | -44%
Cn1ncc(Br)c1NC(=O)Nc1ccccc1 | / | -6% | -6%
COc1ccc(C(=O)CSc2nnc(CNC(=O)c3ccccc3)o2)cc1 | 3% | -21% | ?
Cc1cccc2cc(/C=N/NC(=O)c3ccccc3O)c(Cl)nc12 | 5% | ? | 18µM*
COc1ccc(CNC(=O)C(C)n2nc(C)c3c(C)n(-c4ccccc4)nc3c2=O)c(OC)c1 (stereo not drawn) | 5%&0% | ? | 16µM*
OC(c1ccc(F)cc1)c1nc(-c2ccc(F)c(Cl)c2)cs1 (stereo not drawn) | / | ? | ?
CCOc1ccc(-n2ccnc2SCC(=O)Nc2ccc(OC)cc2OC)cc1 | 9% | ? | 6%
CC(C)(O)C(=O)NN(C(=O)c1ccccc1)c1cccc(Br)c1 | 3% | 4% | -3%
Cc1ccc(O)c(C2=NNC(c3ccc(Cl)cc3)C2)c1 (stereo not drawn) | 8% | ? | ?
CC(=O)c1ccc(NC(=O)/C(=C\c2ccccc2)NC(=O)c2ccco2)cc1 | 5% | -4% | -4%
CCCCCCSc1ccc([C@H]2N[C@@](CC(C)C)(C(=O)OC)[C@H]3C(=O)N(C)C(=O)[C@@H]23)cc1OC | / | 18µM* | ?
CCc1ccc(Oc2c(C(F)(F)F)oc3c(CN4CCN(CC)CC4)c(O)ccc3c2=O)cc1 | 1% | ? | ?
Cc1cc(Cl)c(OCCCN2CCCCC2)c(Br)c1 | -6% | ? | -7%
COc1ccc(/C=C(/NC(=O)c2cccc([N+](=O)[O-])c2)C(=O)O)cc1 | -4% | 7% | -1%
O=C(Nc1ccc(OC(F)(F)F)cc1)c1ccc2c(c1)no[n+]2[O-] | / | 3.7µM* | 4.1µM*
CC(=O)N1CCN(c2ccccc2NC(=O)Cc2ccc(Cl)cc2)CC1 | 3% | ? | -27%
CCN(CC)CCN1C(=O)C(O)=C(C(=O)c2sc(C)nc2C)C1c1cccnc1 (stereo not drawn) | -8% | -16% | -6%
COc1cc(OC)c(NS(=O)(=O)c2c(C)[nH]c(=O)[nH]c2=O)cc1Cl | / | 11% | 0%
Following part.
SMILES | TDP1 block | TDP1 cell noCPT | TDP1 cell CPT
c1ccc2c(C(c3nnnn3-c3ccc4c(c3)OCCO4)N3CCOCC3)ccnc2c1 (stereo not drawn) | / | -2% | 3%
O=C(c1cccc(Br)c1)N1CCN(C2=NS(=O)(=O)c3ccccc32)CC1 | 2% | -10% | 3%
CC(C)(C)c1ccc(N2C(=O)Cc3c2nc(N)c(C#N)c3N)cc1 | 5% | ? | ?
CC(=O)Nc1c(C(N)=O)oc2ccc(Cl)cc12 | / | -3% | -1%
CC(CCc1ccccc1)NC(=O)CN1CCN(Cc2ccccc2)C1=O (stereo not drawn) | -4% | ? | ?
COc1cc([N+](=O)[O-])ccc1NC(=O)COC(=O)CCOc1ccc(C)cc1 | 2% | 6.5µM* | 6.5µM*
COc1ccc(CCNC(=O)COC(=O)Cc2cccc(F)c2)cc1 | 4% | -11% | 1%
CCN(CC)S(=O)(=O)c1cccc(-c2nnc(SCc3nnc(-c4ccccc4)o3)n2C)c1 | 7% | -10% | 14%
CCOC(=O)c1sc2nc(N3CCOCC3)c3c(c2c1N)CCN(Cc1ccccc1)C3 | 6% | ? | ?
COC(=O)c1cccc(NC(=S)N2CCN(C)CC2)c1 | / | -18% | 18%
COc1ccc(C(=O)NNC(=O)CSc2nnc(-c3cccnc3)o2)cc1 | 0% | -5% | -3%
Cn1c(SCC(=O)O)nc2ccccc2c1=O | 3% | 10% | 8%
O=C(Nc1ccccc1C(F)(F)F)C1CCN(S(=O)(=O)c2ccccc2)CC1 | / | -18% | 26%
CCOc1ccccc1OCC(=O)NCc1ccco1 | -11% | 13µM* | 29µM*
C=CCNc1nnc(C)c2ccccc12 | 3% | -5% | -10%
N#CCC(=O)Nc1ccc(C(=O)NCC2(N3CCOCC3)CCCCC2)cc1 | 0% | 12% | -12%
COc1cc(OC)cc(C(=O)NCCN2C(=O)S/C(=C\c3cccs3)C2=O)c1 | 1% | 16µM* | 16µM*
O=C(COc1ccccc1)OCc1cc(=O)n2nc(-c3cccs3)sc2n1 | -1% | -14% | -2%
CCCCC1(C)NC(=O)c2c(C)sc(C(=O)OCC)c2N1 (stereo not drawn) | -5% | ? | ?
COc1ccc2c(c1)C(=O)Cc1ccccc1O2 | / | 21µM* | -9%
O=C(CSc1nnnn1C1CC1)N1CCN(c2cccc(Cl)c2)CC1 | -2% | ? | ?
CC(C(=O)N1CCc2ccccc2C1)N1C(=O)c2ccccc2C1=O (stereo not drawn) | 1% | -14% | -8%
C[C@H](CO)N1C[C@H](C)[C@H](CN(C)S(=O)(=O)c2ccc(Cl)cc2)OCc2cnnn2CCCC1=O | / | ? | ?
Cc1ccc(C(=O)COC(=O)c2cc(=O)[nH]c3ccccc23)cc1 | 4% | 0% | -6%
Cc1ccc(Cn2c(SCC(=O)NCC3CCCO3)nc3c2c(=O)n(C)c(=O)n3C)cc1 (stereo not drawn) | -3% | -11% | 6%

Some of the entries above in another layout:
Every second line gives: TDP1 block	TDP1 cell noCPT	TDP1 cell CPT
- CCOc1ccc(-n2ccnc2SCC(=O)Nc2ccc(OC)cc2OC)cc1
  9%	?	6%
- CC(C)(O)C(=O)NN(C(=O)c1ccccc1)c1cccc(Br)c1
  3%	4%	-3%

Some of the entries so far, with tabs.
SMILES	TDP1 block	TDP1 cell noCPT	TDP1 cell CPT
O=C(c1cccc(Br)c1)N1CCN(C2=NS(=O)(=O)c3ccccc32)CC1	2%	-10%	3%
CC(C)(C)c1ccc(N2C(=O)Cc3c2nc(N)c(C#N)c3N)cc1	5%	?	?
CC(=O)Nc1c(C(N)=O)oc2ccc(Cl)cc12	/	-3%	-1%
CC(CCc1ccccc1)NC(=O)CN1CCN(Cc2ccccc2)C1=O (stereo not drawn)	-4%	?	?

Further results follow:
SMILES | TDP1 block | TDP1 cell noCPT | TDP1 cell CPT
CCn1c(C)c(C)c2cc(C(=O)NCc3ccc(F)cc3)ccc21 | 13% | ? | ?
COc1ccccc1CNC(=O)c1ccc(SC)cc1OC | -8% | 16µM* | ?
CCC(=O)Nc1cc2nn(-c3ccc(OC)cc3)nc2cc1C | -1% | -3% | -12%
CCCn1nnc(NC(=O)c2cc(Br)cc(Br)c2OC)n1 | 6% | -23% | -25%
O=C(Nc1ccc(S(=O)(=O)N2CCCCC2)cc1)C1CC(=O)N(c2ccc(Cl)cc2)C1 (stereo not drawn) | 0% | ? | ?
Cc1cccc(N2CCC(N=CN(C)C)=N2)c1 | 0% | -4% | -8%
Cc1ccc(C)c(NS(=O)(=O)c2ccc3c4c(cccc24)C(=O)N3)c1 | 2%[12.3 µM] | 15µM* | ?
O=C(NNc1ncc(C(F)(F)F)cc1Cl)c1ccc(Cl)c(Cl)c1 | -1% | -2% | -2%
CCN1C(=O)[C@H]2[C@@H](c3ccc(SC4CCCCC4)c(OC)c3)N[C@@](Cc3ccccc3)(C(=O)OC)[C@H]2C1=O | -1% | ? | 16µM*
CCCCCCc1c(O)c2ccccc2[nH]c1=O | 3% | -8% | 25%
Cc1oc2ccc(O)c(CN3CCCCCC3)c2c1C(=O)Nc1cccc(C(F)(F)F)c1 | 1% | 5.2µM* | 3.7µM*
CCOC(=O)C1(C(=O)OCC)COC(=O)C2(CC)OC21 (stereo not drawn) | / | -23% | -16%
CCOC(=O)c1ccc(OCC2NCCc3cc(OC)c(OC)cc32)cc1 (stereo not drawn) | 5% | ? | ?
CCOC(=O)c1cc2cc([N+](=O)[O-])ccc2oc1=O | 4% | 1% | 0%
CCN1C(=O)CS/C1=N\S(=O)(=O)c1ccccc1 | 0% | -6% | -20%
O=S(=O)(Cc1cc(NCc2ccccc2)nc(-c2ccccn2)n1)c1ccccc1 | 7% | 4.6µM* | 4.6µM*
Cc1oc2nc(SCC(=O)NCCCO)nc(N)c2c1C | 2% | -18% | -1%
CN(C)/C=N/NC(=O)c1ccc(Cl)cc1 | 0% | 12% | 21%
COCCNC(=O)C1CCCN(S(=O)(=O)c2ccc3c(c2)CC(C)N3C(=O)C2CC2)C1 (stereo not drawn) | / | ? | -26%
Cc1ccc(-c2nnn(CC(=O)N3CCCCC3)n2)o1 | -3% | -27% | 15%
CC(C)(C)NC(=O)NC(=O)COC(=O)CCC1CCCC1 | 4% | ? | -4%
COc1cccc(-n2ccnc2SCC(=O)NCc2ccccc2)c1 | 9% | -23% | -19%
CCCOc1ccc(C2=CSC3=NCCN23)cc1Cl | / | ? | ?
CCCCn1c(-c2ccccc2C)nc2cc3[nH]c(=O)c(C(C)C)nc3cc21 | / | ? | 21µM*
COc1ccc(NC(=O)C(Cc2ccccc2)NS(=O)(=O)c2ccc3c(c2)CCC(=O)N3)c(OC)c1 (stereo not drawn) | -2% | ? | -4%

Of the compounds above, these contain two or more sulfur atoms:
SMILES | TDP1 block | TDP1 cell noCPT | TDP1 cell CPT
CCN(CC)S(=O)(=O)c1cccc(-c2nnc(SCc3nnc(-c4ccccc4)o3)n2C)c1 | 7% | -10% | 14%
COc1cc(OC)cc(C(=O)NCCN2C(=O)S/C(=C\c3cccs3)C2=O)c1 | 1% | 16µM* | 16µM*
O=C(COc1ccccc1)OCc1cc(=O)n2nc(-c3cccs3)sc2n1 | -1% | -14% | -2%
CCN1C(=O)CS/C1=N\S(=O)(=O)c1ccccc1 | 0% | -6% | -20%

(next part)
SMILES | TDP1 block | TDP1 cell noCPT | TDP1 cell CPT
O=C(CCS(=O)(=O)Cc1ccccc1)NCC1CCCO1 (stereo not drawn) | 0% | -4% | 2%
Cc1ccc(S(=O)(=O)NC(C)CCc2ccccc2)cc1C(N)=O (stereo not drawn) | 8% | 18µM* | ?
Cc1cc(NC(=O)CSc2nc(C)c(C)c(=O)[nH]2)no1 | 0% | 2% | 7%
COCC(=O)Oc1c(Sc2ccc(C)cc2)c(C)nn1C(C)(C)C | 3% | -24% | -21%
CCOC(=O)c1nn(-c2ccc(Br)cc2)cc1C(=O)c1cccc2ccccc12 | -2% | 16µM* | 8.2µM*
COc1ccc(NC(=O)CSc2nc(-c3ccco3)cc(C(F)(F)F)n2)cc1 | -3% | 8.2µM* | ?
CN(C)S(=O)(=O)n1cnc([C@@H]2[C@H]3C(=O)OC[C@@H]3C[C@@]23N=CN(Cc2ccccc2)C3=O)c1 | 0% | -2% | -5%
Cn1c(SCC(=O)N2CCCc3ccccc32)ncc(C(=O)Nc2ccccc2)c1=O | 3% | 0% | -12%
CC(=O)OCC(=O)c1c[nH]c2ccccc12 | 4% | -3% | -16%
N=C(N1CCCc2ccccc21)N1CCCc2ccccc21 | / | 21µM* | 16µM*
O=c1c(-c2ccc(Cl)cc2)c[nH]n1-c1ccccc1 | / | ? | -24%
CC(C)C[C@@H]1CN(CCCC[C@H]2CNC(=O)C(=O)N2CCC2CCCCC2)C(=O)C(=O)N1CCc1ccc(O)cc1 | / | -22% | -3%
CC1CC(C)CN(c2nc(N(C)c3ccccc3)nc(N)c2[N+](=O)[O-])C1 (stereo not drawn) | / | 13µM* | ?
CCN(CC)S(=O)(=O)c1ccc(OC)c(NC(=O)c2cc3c(=O)n4ccccc4nc3s2)c1 | -4% | -30% | -11%
COC(=O)CSc1nc(C)c2c(n1)CCCC2 | 3% | -27% | -9%
Cc1ccnc(NC(=O)c2ccc(C(=O)c3ccccc3)cc2)c1 | / | 21µM* | 18µM*

Assay outcomes: PubChem BioAssay, National Center for Advancing Translational Sciences (NCATS)
